Source: PubChem
TRPC6 activator: activates the mouse TRPC6 cation channel. Q61143. HEK293-TRPC6 membrane potential dye fluorescence; stronger effect = higher value. B-score at 10 µM. 310,000 compounds, 0.13% hits. AID 2550;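 active = B-score of the integrated fluorescence ratio above library mean plus 3 SD, and starting fluorescence ratio within library mean plus 5 SD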;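 also: higher score means more depolarization so channel activation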
TRPC6 inhibitor: mouse TRPC6 channel inhibition | Q61143 | HEK293-TRPC6, membrane potential dye, ACh-evoked depolarization; stronger effect = lower value | B-score at 10 µM | 310,000 compounds, 1.1% hits | AID 2553;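 active = B-score under library mean minus 3 SD, initial fluorescence not abnormally high, positive integrated signal ratio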;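 also: B-score derived from integrated fluorescence ratio over the kinetic read; more negative B-score means stronger inhibition of depolarization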
AI-2 QS mod: modulators of Vibrio harveyi AI-2 quorum sensing system; activity change, % at 7.5 µM; Vibrio harveyi JMH597 AI-2 luminescence/OD600 ratio, 9 h; stronger effect = lower value; strain lacks LuxN and CqsS sensors; 0 = neutral-control median; 300,000 compounds, 0.4% hits; AID 2094; in the data active = activity change below about -75%, passing the limit was not always enough;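 also: luminescence divided by OD600 gain over 9 h not by final OD600 alone; inactives centre near 13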
PolyA inh: yeast polyadenylation inhibition; 300,000 compounds, 0.02% hits; S. cerevisiae SKY197-pL101 polyadenylation reporter, beta-gal luminescence; efflux-impaired pdr1/pdr3 knockout yeast; score 100 = 6 SD above DMSO; calls only at 12 µM; AID 1875;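 active = lowest replicate activity score at least 50, where 100 means six control SD above control mean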;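 also: yeast exposed to compound for 9 h at 30 °C; higher score means more reporter readthrough which indicates perturbed polyadenylation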
TRPC4 block: TRPC4 (mouse) channel inhibition; Q9QUQ5; 300,000 compounds, 0.39% hits; HEK293 TRPC4beta/mu-opioid, DAMGO-evoked Fluo4 calcium flux; stronger effect = lower value; B-score at 10 µM;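 active = B-score over 3 SD under the library average, no early fluorescence shift, positive overall ratio signal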
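Material: HEK293 cells with stable TRPC4beta plus mu-opioid receptor expression / Probe or stimulus: DAMGO in two steps, submaximal then maximal / Compound: single concentration per test compound / Technique: kinetic Fluo4 fluorescence imaging of calcium influx / Read-out: per-well B score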
TRPC4 PAM: TRPC4 (mouse) allosteric potentiation | 310,000 compounds, 0.42% hits | Q9QUQ5 | HEK293 TRPC4beta/mu-opioid, DAMGO EC20, Fluo-4 Ca2+ flux; stronger effect = higher value | B-score at 10 µM;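 active = B-score of calcium response area above 5 SD of library B-scores, with initial fluorescence ratio within 5 SD of library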;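 also: B-score of integrated fluorescence ratio over time as area under calcium response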
MrgX1 antagonist: human MrgX1 receptor antagonism, primary screen | AID 588676 | 310,000 compounds, 1.3% hits | B-score at 10 µM | MRGX1-HEK293 calcium flux, Fluo-4, BAM8-22 antagonism; stronger effect = lower value;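 active = calcium-response B-score plate-corrected more than 3 library SD below zero, starting fluorescence within 5 deviations, no agonist response on first addition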;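 also: peak minus trough fluorescence over baseline after final BAM8-22 challenge near maximal dose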
Target sequence (Q96LB2 whole entry, looked up): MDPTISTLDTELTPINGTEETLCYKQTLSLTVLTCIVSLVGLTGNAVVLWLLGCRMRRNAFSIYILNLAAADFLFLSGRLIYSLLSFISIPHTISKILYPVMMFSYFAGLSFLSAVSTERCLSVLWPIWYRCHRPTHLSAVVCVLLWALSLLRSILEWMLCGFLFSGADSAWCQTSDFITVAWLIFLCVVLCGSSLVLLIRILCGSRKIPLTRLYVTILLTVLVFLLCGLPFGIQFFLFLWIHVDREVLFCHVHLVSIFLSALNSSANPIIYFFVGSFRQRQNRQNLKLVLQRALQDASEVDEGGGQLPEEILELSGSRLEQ
HIF activator: HIF pathway transcriptional activation; activation, % at 7.5 µM (by protocol); 300,000 compounds, 0.32% hits; U2OS HRE-luciferase reporter, luminescence; normalized: DMSO 0%, desferrioxamine 100%;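 active = mean activation of at least 10% of the iron chelator positive control signal, with at least half of replicates also reaching 10%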
TRPC4 act: TRPC4 (mouse) channel activation; Q9QUQ5; HEK293 TRPC4beta/mu-opioid, Fluo4 calcium fluorescence; stronger effect = higher value; B-score at 10 µM; 310,000 compounds, 0.49% hits; AID 2237;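 active = B-score above 5 SD of library B-scores, and initial fluorescence ratio not above library mean plus 5 SD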;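 also: positive B-score marks a calcium rise read as TRPC4 activation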
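Assay system: HEK293 stable line with TRPC4beta plus mu-opioid receptor. Times: dye 45 min RT, read 110 s. Measured by: kinetic Fluo4 calcium fluorescence. Measure: B score of integrated ratio. Controls: assay buffer as low control, maximal DAMGO as high control.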
MrgX1 agonist: agonists of human MrgX1 receptor | Q96LB2 | MrgX1-HEK293 cells, Fluo-4 calcium fluorescence, agonist mode; stronger effect = higher value | B-score at 10 µM | 310,000 compounds, 0.44% hits | AID 588627;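 active = calcium response B-score plate-corrected fluorescence ratio at least 3 library SD, with starting fluorescence B-score inside 5 SD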
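System: HEK293 cells stably expressing human MrgX1 receptor; Dosing: test compound in the initial addition of three; Schedule: overnight plating, then 30 min 37 °C plus 30 min room-temperature dye loading; Detection: kinetic calcium dye fluorescence, Fluo-4 NW; Controls: per-plate positive and negative controls for Z′ factor.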
MrgX1 PAM: allosterically activates human MrgX1 receptor signaling; Q96LB2; MrgX1-HEK293, Fluo-4 calcium flux, FDSS; stronger effect = higher value; B-score at 10 µM; 310,000 compounds, 0.63% hits; AID 588675;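 active = plate-corrected calcium response at least 3 library SD above typical, normal starting fluorescence, not activating the receptor alone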;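 also: compound read alongside a low EC10 to EC30 dose of BAM8-22 agonist; peak minus trough fluorescence over baseline measured at the second addition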
Numbers without * were called inactive; i = inactive; nt = not tested or not shown. The list is partial; rates above refer to the full screens.

SMILES	TRPC6 activator	TRPC6 inhibitor	AI-2 QS mod	PolyA inh	TRPC4 block	TRPC4 PAM	MrgX1 antagonist	HIF activator	TRPC4 act	MrgX1 agonist	MrgX1 PAM
O=C(NNC(=O)c1ccccc1O)c1ccc(S(=O)(=O)Nc2ccccc2)cc1	i	i	20.5	i	i	i	i	0.3	i	i	i
Cc1ccc2nc(N/N=C/c3ccco3)cc(C)c2c1	i	i	3.3	i	i	i	i	2.1	i	i	i
COC(=O)c1ccc(NC(=O)COc2cccc(-n3cnnn3)c2)cc1	i	i	11.3	i	i	i	i	-0.7	i	i	i
O=C(NCCCCCNC(=O)c1cccnc1)c1cccnc1	i	i	-4.9	i	i	i	i	-24.1	i	i	i
Cn1c(=O)c2c(ncn2CCN(CCO)Cc2ccccc2)n(C)c1=O	i	i	19.7	i	i	i	-6.66*	-1.0	i	i	i
Cn1nnc2cc(NC(=O)NCc3ccc4c(c3)OCO4)ccc21	i	i	21.9	i	i	i	i	0.3	i	i	i
Cc1cc(OCC(=O)N2CCC(C(=O)O)CC2)c2c(C)cc(=O)oc2c1	i	i	13.9	i	i	i	i	-0.5	i	i	i
CS(=O)(=O)N1CCN(c2ccccc2NC(=O)Nc2cccc(Cl)c2)CC1	i	i	13.8	i	i	i	i	1.4	i	i	i
O=C(NN1C(=O)/C(=C/c2cc([N+](=O)[O-])ccc2O)SC1=S)c1ccccc1O	i	i	85.8	i	i	i	i	-1.0	i	i	i
O=C1CC(C(=O)Nc2ccccc2)S/C(=N\NC(=O)c2ccccc2Cl)N1 (stereo not drawn)	i	i	2.7	i	i	i	i	-0.9	i	i	i
CCc1ccccc1NC(=O)N1CCc2ccccc21	i	i	3.6	i	i	i	i	-0.9	i	i	i
O=C(O)c1ccc(/C=N/N2CCN(C3c4ccccc4-c4ccccc43)CC2)cc1	i	i	20.9	i	i	i	i	0.0	i	i	i
COc1ccc(C2CC(c3cccs3)=NN2C(=O)CSc2nc(=O)n3ccc(C)cc3n2)cc1 (stereo not drawn)	i	i	41.0	i	i	i	i	-0.1	i	i	i
COc1cc(/C=N/NC(=O)c2cccc(NC(=O)c3ccccc3)c2)ccc1O	i	i	19.8	i	i	i	i	-0.7	i	i	i
O=C1[C@@H]2Cc3c([nH]c4ccccc34)C(c3ccccc3)N2C(=O)CN1CCO (stereo partly drawn)	i	i	9.4	i	i	i	i	-0.3	i	i	i
OC1(c2cccc(C(F)(F)F)c2)CCNCC1	i	i	12.7	nt	i	i	i	0.5	i	i	i
O=C(NCc1ccco1)c1ccc2c(c1)N(Cc1ccccc1)C(=O)CS2	i	i	18.1	i	i	i	i	-0.2	i	i	i
COc1ccc(C2CC(=O)N3CN(Cc4ccco4)CSC3=C2C#N)cc1 (stereo not drawn)	i	i	18.9	i	i	i	i	-0.1	i	i	i
COc1cc(-c2nnc(SCC(=O)c3ccc(C)cc3)o2)cc(OC)c1OC	i	i	32.4	nt	i	i	i	-0.3	i	i	i
Nn1c(Cc2cccc3ccccc23)nnc1SCc1c(F)cccc1Cl	i	i	18.0	i	i	i	i	nt	i	i	i
CCc1cccc2c(SC(C)C(=O)NCC3CCCO3)nc(-c3ccccc3)nc12 (stereo not drawn)	i	i	5.6	i	i	i	i	-0.3	i	i	i
COc1ccc(S(=O)(=O)N(C)CC(=O)NCc2cccnc2)cc1Cl	i	i	14.9	nt	i	i	i	-0.2	i	i	i
Cc1ccc(/C=N/NC(=O)c2nn(C)cc2Cl)cc1	i	i	13.6	i	i	i	i	2.3	i	i	i
Cc1noc(C)c1CSc1nnc2ccc3ccccc3n12	i	i	15.9	i	i	i	i	-0.2	i	i	i
CCN(CC)S(=O)(=O)c1ccc(C)c(NC(=O)CN2CCN(Cc3ccccc3)CC2)c1	i	i	7.2	i	i	i	i	-0.4	i	i	i
Cc1ccc(C)c(Cn2nnc3c(=O)[nH]c(C4CCN(C(=O)c5cccs5)CC4)nc32)c1	i	i	25.5	i	i	i	i	-0.4	i	i	i
Cc1ccc(N2CC(C(=O)N(C)CC(=O)Nc3ccc(Cl)c(C(F)(F)F)c3)CC2=O)cc1 (stereo not drawn)	i	i	nt	i	i	i	i	-0.2	i	i	i
CCOc1cc(-c2cn(S(=O)(=O)c3cccc4nsnc34)nc2N)cc(OCC)c1OCC	i	i	21.9	i	i	i	i	0.5	i	i	i
O=C(COc1ccccc1)NNc1c2ccccc2nc2ccccc12	i	i	11.6	i	i	i	i	-0.2	i	i	i
CCOc1ccc(-n2nc3cc(C)c(N)cc3n2)cc1	i	i	32.6	i	i	i	i	-7.3	i	i	i
CCn1c(=O)c(C(=O)CC#N)c(N)n(Cc2ccccc2)c1=O	i	i	3.4	i	i	i	i	-0.3	i	i	i
Cc1cc(SCc2ccc(C(F)(F)F)cc2)nc(=O)[nH]1	i	i	31.7	i	i	i	i	0.1	i	i	i
N#CCSc1nc2ccccc2c(=O)n1CCC(=O)NCCc1ccccc1	i	i	32.3	i	i	i	i	-0.1	i	i	i
COc1cc(C(=O)Nc2nc(-c3cccs3)cs2)cc(OC)c1OC	i	i	-6.9	i	i	i	i	0.1	i	i	i
COCCCn1cc(C(=O)c2ccccc2OCC(=O)Nc2cccc(F)c2)cc(C#N)c1=O	i	i	12.8	i	i	i	i	0.0	i	i	i
C#CCSc1nc(-c2cccs2)ccc1C#N	i	i	21.5	i	i	i	i	1.0	i	i	i
Cc1ccsc1CN1CCC(C(=O)NCc2ccccc2Cl)CC1	i	i	-5.8	nt	i	i	i	0.1	i	i	i
Cc1cc(=O)[nH]c(N2CCCNCC2)n1	i	i	17.1	i	i	i	i	-0.5	i	i	i
COCc1cc(N2CCCCC2)nc(-c2ccccc2)n1	i	i	-3.6	i	i	i	i	-0.2	i	i	i
OCCOc1nnnn1-c1ccccc1	i	i	6.5	i	i	i	i	-0.2	i	i	i
CC(C)c1ccccc1NC(=O)Cn1c(/C=C/c2ccccc2)nc2ccccc21	i	i	-2.4	i	i	i	i	-2.0	i	i	i
N#Cc1nc(COc2ccc(F)cc2)oc1NCCCn1ccnc1	i	i	3.8	i	i	i	i	-3.3	i	i	i
CCc1ccccc1N(CC(=O)NC(C)(C)CC)C(=O)CCC(=O)Nc1nccs1	i	i	10.7	i	i	i	i	0.1	i	i	i
NC1=NC2CS(=O)(=O)CC2S1 (stereo not drawn)	i	i	5.8	i	i	i	i	0.7	i	i	i
COc1ccc(S(=O)(=O)N(CC(=O)NN=C2CCN(C)CC2)c2ccc(C)cc2)cc1OC	i	i	19.3	i	i	i	i	-0.1	i	i	i
Cc1ccc(C(C)C)c(OCCCN2CC(C)OC(C)C2)c1 (stereo not drawn)	i	i	20.3	i	i	i	i	-0.2	i	i	i
C=CCn1nc([N+](=O)[O-])nc1Sc1cccc2cccnc12	i	i	5.5	i	i	i	i	-0.2	i	i	i
Cc1ccccc1CS(=O)(=O)CCC(=O)NCCN1CCN(c2cccc(Cl)c2)CC1	i	i	8.4	i	i	i	i	-0.2	i	i	i
CCN=C1SC(C(=O)Nc2cccc(Br)c2)CC(=O)N1CC (stereo not drawn)	i	i	30.1	i	i	i	i	0.2	i	i	i
Cc1ccccc1CNC(=O)c1ccccc1N	i	i	2.4	i	i	i	i	-0.1	i	i	i
CC(OC(=O)c1nn(C)c(=O)c2ccccc12)C(=O)Nc1ccc(S(N)(=O)=O)cc1 (stereo not drawn)	i	i	7.7	i	i	i	i	1.0	i	i	i
C=CCCCCCCCCC(=O)Nc1ncccn1	i	i	30.4	i	i	i	i	0.4	i	i	i
OCCNCc1cc(Br)ccc1OCc1ccc(F)cc1	i	i	43.5	i	-6*	i	i	-0.2	i	i	i
CC1(C)Cc2nc3sc4c(=O)n(CC(N)=O)cnc4c3cc2CO1	i	i	15.6	i	i	i	i	0.7	i	i	i
Cc1ccc(S(=O)(=O)N(C)CC(=O)N2CCCc3ccccc32)cc1	i	i	20.6	i	i	i	i	0.5	i	i	i
OC(c1cc(C(F)(F)F)nc2c(Cl)cc(Cl)cc12)C1CCCCN1 (stereo not drawn)	i	i	33.7	i	i	i	i	-1.0	i	i	i
CC(=O)Nc1ccc(S(=O)(=O)N2CCC(C(=O)c3ccc(F)cc3)CC2)cc1	i	i	16.2	i	i	i	i	-0.1	i	i	i
CC(OC(=O)CN1C(=O)NC2(CCCC2)C1=O)C(=O)c1ccccc1 (stereo not drawn)	i	i	19.3	i	i	i	i	0.0	i	i	i
CC(Oc1ccc2c(-c3ccccc3)cc(=O)oc2c1)C(=O)NCc1ccccn1 (stereo not drawn)	i	i	28.0	i	i	i	i	0.4	i	i	i
Cc1cc2oc(=O)cc(CN(C)Cc3ccccc3)c2cc1C(C)C	i	i	2.6	i	i	i	i	0.1	i	i	i

Further compounds follow:
SMILES	TRPC6 activator	TRPC6 inhibitor	AI-2 QS mod	PolyA inh	TRPC4 block	TRPC4 PAM	MrgX1 antagonist	HIF activator	TRPC4 act	MrgX1 agonist	MrgX1 PAM
COc1ccc(CNC(=O)CN2C(=O)COc3ccc(S(=O)(=O)N4CCCC4)cc32)cc1	i	i	43.4	i	i	i	i	0.3	i	i	i
COc1ccnc2c1c(=O)n(Cc1ccc(Cl)cc1Cl)c(=O)n2C	i	i	19.2	i	i	i	i	-0.2	i	i	i
CN(C)C(CNC(=O)c1cccc(S(=O)(=O)N2CC3(C)CC2CC(C)(C)C3)c1)c1ccco1 (stereo not drawn)	i	i	27.4	i	i	i	i	-0.2	i	i	i
COc1ccc(OC)c(CCNC(=O)Cn2nc(C)c3c(C)n(-c4ccccc4)nc3c2=O)c1	i	i	13.8	i	i	i	i	-0.2	i	i	i
CC(C)c1nc2oc3c(NCc4ccccn4)ncnc3c2c2c1COC(C)(C)C2	i	i	12.1	i	i	i	i	0.4	i	i	i
CC(=O)Nc1cccc(C(=O)Nc2ccccc2C(=O)O)c1	i	i	3.3	i	i	i	i	-3.5	i	i	i
